# HTR5A inv ag: HTR5A inverse agonism, opioid heterodimer counter-screen. P47898. HTR5A cell line, luminescence. inhibition, % at 9.3 µM. 340,000 compounds, 0.083% hits. AID 504634; in the data active means inhibition mostly above about 23%, no sharp cut-off; inactive means mostly below about 18%;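 further: 0% = cells with DMSO and 100% = no-cell wells with DMSO; some compounds called inactive have numbers as strong as hits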
# MITF TRPM1 HTS: activators of MITF-driven TRPM1 promoter activity in SK-MEL-5 cells | SK-MEL-5 TRPM1-promoter luciferase, 24 h; % of positive control, neutral wells = 0 | activation, % at 12.5 µM | 300,000 compounds, 0.75% hits | AID 588334;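 active means mean activation of at least 80% with every replicate also reaching 80%; inconclusive means mean reaches 80% but some replicate falls short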;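 further: 0% = neutral control wells and 100% = parthenolide positive control wells; values of inactives mirror those of a sister screen read the other way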
# NSD2 HMT inh: inhibitors of human histone methyltransferase NSD2. 310,000 compounds, 0.54% hits. NSD2 peptide methylation, AlphaScreen, 120 min. AID 743445. O96028. inhibition, % at 12.5 µM; in the data active means inhibition above about 50%
# CDK5 p35 inh: blocks human CDK5/p35 kinase activity; Q00535+Q15078; Recombinant CDK5/p35, ADP-Glo luminescence, 60 min; inhibition, % at 10 µM; 330,000 compounds, 0.01% hits; AID 488839;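 active means highest replicate inhibition of at least 50% and at least 75% of replicates reaching 50%; inconclusive means only one of the two criteria met; inactive means both criteria failed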;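 further: plate controls were DMSO neutral control for no effect and GW8510 at 10 µM for full effect; many of its hits are not listed in these tables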
# Target sequence (Q00535 whole entry, looked up): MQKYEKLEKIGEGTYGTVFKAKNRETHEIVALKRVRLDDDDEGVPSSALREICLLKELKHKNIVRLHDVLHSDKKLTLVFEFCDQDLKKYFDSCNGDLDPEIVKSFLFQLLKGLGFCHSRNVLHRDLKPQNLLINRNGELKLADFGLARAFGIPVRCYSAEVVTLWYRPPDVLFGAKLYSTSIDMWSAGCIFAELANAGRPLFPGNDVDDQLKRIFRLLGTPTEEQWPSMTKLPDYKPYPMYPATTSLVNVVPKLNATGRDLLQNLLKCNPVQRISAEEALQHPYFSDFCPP
# Target sequence (Q15078 whole entry, looked up): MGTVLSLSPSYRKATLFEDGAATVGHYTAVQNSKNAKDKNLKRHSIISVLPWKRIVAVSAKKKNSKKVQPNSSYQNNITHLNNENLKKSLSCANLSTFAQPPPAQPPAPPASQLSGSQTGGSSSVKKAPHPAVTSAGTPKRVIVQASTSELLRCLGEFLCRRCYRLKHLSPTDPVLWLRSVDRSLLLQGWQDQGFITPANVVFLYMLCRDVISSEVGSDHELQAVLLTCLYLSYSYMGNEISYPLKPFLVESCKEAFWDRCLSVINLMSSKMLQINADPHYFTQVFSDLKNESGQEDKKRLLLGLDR
# V-ATPase pH: regulators of yeast V-ATPase proton transport; S. cerevisiae, pHLuorin cytosolic pH fluorescence; response, % at 10 µM; 350,000 compounds, 0.37% hits; AID 504577; in the data active means response mostly above about 7.3%, no sharp cut-off; inactive means mostly below about 5.4%; further: actives read high; inactives centre near 0; some compounds called inactive have numbers as strong as hits; reference of the scale not given here
# Wnt act: Wnt/beta-catenin pathway activation; Wnt/beta-catenin reporter cell assay, activator, plate reader; activation, % at 9.35 µM; 300,000 compounds, 1.2% hits; in the data active means activation above about 30%, passing the limit was not always enough; inconclusive means no clear call, values can overlap the other calls;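 further: 0% = neutral control wells and 100% = positive control wells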
# dFosB activator: mouse delta FosB homodimer activation; activation, % at 25 µM; purified delta FosB, TAMRA-CDK5 oligo fluorescence polarization; percent of positive-control signal above neutral wells; AID 493131; 340,000 compounds, 0.99% hits; P13346;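 active means mean activation above about 17%, with every replicate also reaching it, limit read from the data, passing the limit was not always enough; inconclusive means only one of the two conditions met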;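 further: fluorescence polarization rise as delta FosB binds a TAMRA Cdk5 AP-1 oligo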
# Target sequence (P13346 whole entry, looked up): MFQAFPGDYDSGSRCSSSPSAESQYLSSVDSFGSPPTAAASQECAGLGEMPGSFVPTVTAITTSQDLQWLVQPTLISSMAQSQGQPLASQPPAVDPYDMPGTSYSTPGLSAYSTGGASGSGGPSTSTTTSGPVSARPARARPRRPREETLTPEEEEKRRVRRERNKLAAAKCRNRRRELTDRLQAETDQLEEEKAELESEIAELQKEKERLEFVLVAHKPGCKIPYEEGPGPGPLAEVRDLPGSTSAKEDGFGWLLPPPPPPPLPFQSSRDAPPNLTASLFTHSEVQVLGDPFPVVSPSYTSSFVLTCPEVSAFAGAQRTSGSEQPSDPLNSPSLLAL
# PvdQ inh: blocks Pseudomonas aeruginosa PvdQ acylase activity | 340,000 compounds, 0.063% hits | inhibition, % at 10 µM | purified PvdQ acylase, fluorescence plate reader | AID 488965; in the data active means inhibition above about 30%, passing the limit was not always enough; inconclusive means no clear call, values can overlap the other calls;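 further: 0% = vehicle neutral wells and 100% = reference inhibitor wells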
# HTR5A ag: HTR5A agonism, opioid heterodimer counter-screen | activation, % at 9.3 µM | HTR5A agonist assay, luminescence, cell-based | AID 504692 | 340,000 compounds, 0.61% hits; in the data active means activation mostly above about 9.5%, no sharp cut-off; inactive means mostly below about 7.6%;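 further: 0% = cells with vehicle only and 100% = reference agonist; strong numbers were not always called active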
# SR-BI DiI inh: blocks mouse SR-BI lipid uptake from DiI-HDL; Q61009; ldlA[mSR-BI] CHO cells, DiI-HDL uptake fluorescence, 3 h; inhibition, % at 12.5 µM; 320,000 compounds, 0.96% hits;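 active means mean replicate inhibition of at least 70% and a set share of replicates each scoring 70 or more; inconclusive means meets just one of the two criteria; inactive means fails both criteria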;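 further: 0% = median of neutral control wells and 100% = median of positive control wells; values of inactives mirror those of a sister screen read the other way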
# Active calls of the source: *; ? = inconclusive; · = no result given. Compounds were not picked by outcome (roughly 5% active in at least one column).
SMILES	HTR5A inv ag	MITF TRPM1 HTS	NSD2 HMT inh	CDK5 p35 inh	V-ATPase pH	Wnt act	dFosB activator	PvdQ inh	HTR5A ag	SR-BI DiI inh
COc1ccc(-c2cc(C(=O)N3CCN(C(=O)c4ccccc4F)CC3)[nH]n2)cc1	-13	-5	0	-1.4	0	0	-9	4	3	-3
CC1(CCC(=O)O)C(=O)CCC2C1CCC1(C)C2CCC1(C)O (centres undefined)	0	8	0	-0.9	-2	33*	-1	-18	0	-8
Cc1nn(-c2ccccc2)c(Cl)c1/C=C(\C#N)C(=O)NC(C)C	-34	-10	-1	1.2	9	-3	-4	-4	0	-2
CCc1ccccc1N(C(=O)c1snc(C(N)=O)c1N)C(C(=O)NCC1CCCO1)c1c[nH]c2ccccc12 (centres undefined)	5	-16	2	-0.5	2	-3	-18	-13	-3	·
O=C(NC1CCCC1)C(c1ccco1)N(C(=O)c1csnn1)c1ccccc1 (centres undefined)	-20	2	2	1.2	2	7	-7	-13	5	-18
O=C1C2CCCN2C(c2ccccc2F)N1c1ccc(F)cc1 (centres undefined)	-3	·	·	0.3	-2	-7	5	-14	1	-3
COc1ccc(N2CCN(C(=O)c3cc(-c4ccc(F)cc4)[nH]c3C)CC2)cc1	3	-12	0	-0.1	0	-2	-4	3	-1	45
CCOC(=O)CC1C(=O)NCCN1C(=S)NC(=O)c1ccccc1OC (centres undefined)	-33	0	-1	0.3	-8	-1	-10	-1	-3	-24
CCNC(=O)C1CC(=O)N(Cc2ccc3c(c2)OCO3)C(=Nc2ccc(F)cc2)S1 (centres undefined)	6	-5	-1	-1.0	0	·	-1	-12	-4	-11
OCCC1CN(Cc2nc(-c3ccccc3)cs2)CCN1CCc1ccccc1 (centres undefined)	1	-11	0	0.4	-2	-3	-10	-7	0	18
O=C1C2CCCN2C(c2ccccc2)N1c1ccc(Cl)cc1 (centres undefined)	-23	·	-2	-0.4	1	1	3	-8	9	0
CN(C(=O)C12CC3CC(CC(C3)C1)C2)C1CCS(=O)(=O)C1 (centres undefined)	8	-9	0	-0.6	3	-1	3	-11	-2	-7
COc1ccc(C(=O)Nc2ccccc2C(=O)N/N=C/c2ccco2)cc1	-8	26	1	1.4	-10	5	?	-9	5	-25
CC(=O)N1CCc2cc(S(=O)(=O)CCC(=O)N3CCN(c4ccccc4)CC3)ccc21	-5	-7	-2	-1.1	-5	-1	-4	7	-3	9
CCCCn1nc2cc(C(=O)NCc3ccc(C(F)(F)F)cc3C(F)(F)F)ccc2c1OCC	-20	8	·	0.6	6	-3	0	-2	3	35
Nc1nc(SCc2nnc(SCC(=O)O)n2-c2ccccc2)nc2sc3c(c12)CCCC3	0	·	22	0.4	-4	·	-6	12	-1	-8
COc1ccc(C)cc1N(CC(=O)NCCSCc1cccc(Cl)c1)S(C)(=O)=O	-19	0	1	-0.5	1	-2	-4	-17	3	-5
Cc1ccc(C(=O)Oc2cccc(NC(=O)c3ccco3)c2)cc1S(=O)(=O)N1CCC(C)CC1	-11	·	0	-1.0	1	·	-1	5	-3	54
c1ccc(Oc2nc(-c3cccnc3)nc3ccccc23)cc1	2	·	0	-0.2	5	1	-20	-17	-5	9
O=C(NC(=S)Nc1ccccc1Br)c1ccc2c(c1)OCO2	-7	110*	-4	-1.3	-2	2	6	-12	3	4
Cc1ccc(NC2CCCN(C(=O)c3cnsn3)C2)cc1C (centres undefined)	4	15	5	2.4	4	-1	-3	-14	0	-10
COc1ccc(S(=O)(=O)C(C#N)c2nc3ccccc3nc2N2CCCC(C)C2)cc1 (centres undefined)	-8	-9	5	0.0	1	·	7	7	3	0
CN(C)C(=O)Nc1ccc(F)cc1F	-8	1	-3	-1.5	0	·	5	-6	4	-2
N#Cc1ccc(C23CC4(C2)[C@H](CN(Cc2ccc(C(F)(F)F)cc2)[C@@H]4c2ccccc2)C3c2ccccc2)cc1 (some centres undefined)	-12	-4	·	0.7	0	-4	9	-10	-1	4
O=C(Nc1cccc2ccccc12)N1CCN(Cc2ccccc2)CC1	-4	-11	1	-1.0	1	·	-7	-18	2	12
COCC(=O)Nc1cccc(C(F)(F)F)c1	-7	-7	-1	0.7	-1	-8	-8	-9	8	4
Cc1cccn2cc(COc3ccc(-c4ccccc4)cc3)nc12	-13	56	-5	0.9	-1	19	-1	7	10	-6
Nc1c(Cl)cc(-c2[nH]c3cc(C(=O)NCCO)ccc3c(=O)c2O)cc1Cl	-27	8	·	0.2	-10	2	-3	-5	10	-5
CC(C)c1cc(C(=O)N/N=C/c2ccco2)n[nH]1	-8	39	-1	3.9	-2	25	-2	-13	3	-32
CC(=O)c1ccc(NC(=O)CSc2nnc(Cn3c(=O)sc4ccccc43)n2C)cc1	7	-4	·	1.6	-2	3	-10	-6	-3	23

# 15 structures from above, ordered by molar mass, smallest number first:
SMILES	HTR5A inv ag	MITF TRPM1 HTS	NSD2 HMT inh	CDK5 p35 inh	V-ATPase pH	Wnt act	dFosB activator	PvdQ inh	HTR5A ag	SR-BI DiI inh
CN(C)C(=O)Nc1ccc(F)cc1F	-8	1	-3	-1.5	0	·	5	-6	4	-2
CC(C)c1cc(C(=O)N/N=C/c2ccco2)n[nH]1	-8	39	-1	3.9	-2	25	-2	-13	3	-32
c1ccc(Oc2nc(-c3cccnc3)nc3ccccc23)cc1	2	·	0	-0.2	5	1	-20	-17	-5	9
CN(C(=O)C12CC3CC(CC(C3)C1)C2)C1CCS(=O)(=O)C1 (centres undefined)	8	-9	0	-0.6	3	-1	3	-11	-2	-7
Cc1ccc(NC2CCCN(C(=O)c3cnsn3)C2)cc1C (centres undefined)	4	15	5	2.4	4	-1	-3	-14	0	-10
CC1(CCC(=O)O)C(=O)CCC2C1CCC1(C)C2CCC1(C)O (centres undefined)	0	8	0	-0.9	-2	33*	-1	-18	0	-8
Cc1nn(-c2ccccc2)c(Cl)c1/C=C(\C#N)C(=O)NC(C)C	-34	-10	-1	1.2	9	-3	-4	-4	0	-2
O=C(NC1CCCC1)C(c1ccco1)N(C(=O)c1csnn1)c1ccccc1 (centres undefined)	-20	2	2	1.2	2	7	-7	-13	5	-18
OCCC1CN(Cc2nc(-c3ccccc3)cs2)CCN1CCc1ccccc1 (centres undefined)	1	-11	0	0.4	-2	-3	-10	-7	0	18
CCNC(=O)C1CC(=O)N(Cc2ccc3c(c2)OCO3)C(=Nc2ccc(F)cc2)S1 (centres undefined)	6	-5	-1	-1.0	0	·	-1	-12	-4	-11
COc1ccc(S(=O)(=O)C(C#N)c2nc3ccccc3nc2N2CCCC(C)C2)cc1 (centres undefined)	-8	-9	5	0.0	1	·	7	7	3	0
CC(=O)c1ccc(NC(=O)CSc2nnc(Cn3c(=O)sc4ccccc43)n2C)cc1	7	-4	·	1.6	-2	3	-10	-6	-3	23
COc1ccc(C)cc1N(CC(=O)NCCSCc1cccc(Cl)c1)S(C)(=O)=O	-19	0	1	-0.5	1	-2	-4	-17	3	-5
N#Cc1ccc(C23CC4(C2)[C@H](CN(Cc2ccc(C(F)(F)F)cc2)[C@@H]4c2ccccc2)C3c2ccccc2)cc1 (some centres undefined)	-12	-4	·	0.7	0	-4	9	-10	-1	4
CCc1ccccc1N(C(=O)c1snc(C(N)=O)c1N)C(C(=O)NCC1CCCO1)c1c[nH]c2ccccc12 (centres undefined)	5	-16	2	-0.5	2	-3	-18	-13	-3	·

# Following part:
SMILES	HTR5A inv ag	MITF TRPM1 HTS	NSD2 HMT inh	CDK5 p35 inh	V-ATPase pH	Wnt act	dFosB activator	PvdQ inh	HTR5A ag	SR-BI DiI inh
CCC1CCCCN1S(=O)(=O)c1ccc(NC(=O)C2CCCO2)cc1 (centres undefined)	11	8	-2	0.3	-2	1	-5	-8	3	25
CN1c2ccsc2/C(=N/Nc2ccccc2)CS1(=O)=O	2	-6	-4	0.5	-1	6	-8	16	-1	50
O=C(OCC(=O)N(Cc1ccccc1)Cc1ccccc1)c1ccccc1O	5	11	1	0.0	0	1	-10	-9	-2	10
CC(=O)Nc1ccc(NC(=O)c2ccc(COc3ccc(C)cc3)o2)cc1	14	7	4	-0.9	-6	2	5	-2	-4	-17
COc1ccc(NC(=S)N(Cc2ccccn2)Cc2ccccc2Cl)cc1	-4	-11	9	-0.8	-3	25	-5	-3	1	-12
O=C(CN1C(=O)NC2(CCCC2)C1=O)Nc1nc2c(F)cc(F)cc2s1	12	0	2	-0.8	-6	1	-13	-5	-9	15
Cc1ccc(-n2cccc2C(=S)N=P(N(C)C)(N(C)C)N(C)C)cc1	-4	-50	·	-0.3	0	-16	-2	-17	3	8
CC(C)n1cc(CN2CCCC(CO)(Cc3cccc(Cl)c3)C2)cn1 (centres undefined)	-3	1	·	1.5	-3	-1	1	-8	-3	·
COc1cc(OC)cc(OC(=O)C2CCN(C(=O)c3ccc(Cl)cc3)CC2)c1	16	12	-1	-1.3	4	4	-10	-3	-7	5
Cc1ccc(N(C(=O)c2snc(C(N)=O)c2N)C(C(=O)NCC2CCCO2)c2c[nH]c3ccccc23)cc1 (centres undefined)	13	-7	-3	2.0	4	-2	-8	3	-5	·
Cc1ccc(C(=O)Nc2ccccn2)cc1S(=O)(=O)N1CCOCC1	-5	19	-1	0.4	0	8	4	-11	2	-14
O=C(CNC(=S)N(CCCN1CCOCC1)Cc1cccs1)NC1CCCCC1	-8	9	-7	2.6	1	-4	-2	7	3	-4
CC1Cc2ccccc2N1C(=O)CSCC(=O)O (centres undefined)	2	0	1	-3.0	6	·	1	-20	-1	-23
Cc1ccc(C(=O)C[n+]2cccc3ccccc32)cc1	-25	-26	11	-0.5	-1	15	-1	7	-1	6
Cc1ccc(-c2noc(CN3CCCCC3)n2)cc1	14	·	1	0.5	-2	·	-4	7	-5	-2
CC(C)n1cnc2c(NCc3ccccc3)cc(N[C@H](C)CO)cc21	0	-72	·	0.2	1	·	2	5	-7	-24
CN(C(=O)c1ccc(F)cc1)c1ccc(OCC(=O)Nc2ccccc2C(=O)O)cc1	-31	-12	-3	-2.1	2	-4	-3	-12	8	-15

# Source: PubChem (several laboratories)
